High-throughput results: PubChem BioAssay, The Scripps Research Institute Molecular Screening Center
FBW7 act – FBW7 E3 ligase activators, primary screen, biochemical, AlphaScreen, human; AlphaScreen FBW7–phospho-cyclin E peptide binding, activator screen; normalized activity (activation), % at 26.1 µM; 650,000 compounds, 0.13% hits; in the data active = normalized activity above about 1.9%;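 also: purified mutant Fbw7 with reduced substrate affinity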
Target sequence (Q969H0 whole entry, looked up): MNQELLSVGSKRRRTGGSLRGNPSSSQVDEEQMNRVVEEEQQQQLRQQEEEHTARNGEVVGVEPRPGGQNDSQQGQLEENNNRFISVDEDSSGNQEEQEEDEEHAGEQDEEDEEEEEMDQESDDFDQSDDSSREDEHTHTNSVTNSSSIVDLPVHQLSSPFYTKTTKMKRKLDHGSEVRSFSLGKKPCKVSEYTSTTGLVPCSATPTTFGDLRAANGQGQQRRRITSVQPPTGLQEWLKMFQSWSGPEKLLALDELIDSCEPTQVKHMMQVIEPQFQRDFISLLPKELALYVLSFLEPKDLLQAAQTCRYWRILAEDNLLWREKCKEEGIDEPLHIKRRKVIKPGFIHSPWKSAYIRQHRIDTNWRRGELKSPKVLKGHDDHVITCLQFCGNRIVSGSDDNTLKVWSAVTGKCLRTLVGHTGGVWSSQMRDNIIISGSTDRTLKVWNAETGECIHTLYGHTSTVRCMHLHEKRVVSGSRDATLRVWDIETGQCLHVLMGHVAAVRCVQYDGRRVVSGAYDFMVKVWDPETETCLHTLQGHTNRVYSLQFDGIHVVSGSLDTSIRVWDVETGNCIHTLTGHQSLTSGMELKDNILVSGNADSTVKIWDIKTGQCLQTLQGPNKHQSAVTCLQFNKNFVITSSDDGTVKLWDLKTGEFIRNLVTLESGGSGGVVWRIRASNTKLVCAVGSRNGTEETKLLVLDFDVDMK
TEAD-YAP inh – TEAD-YAP interaction inhibition, primary screen, TEAD-YAP interaction inhibitor project, luminescence, HEK-TIYL cells; TEAD-Gal4/YAP UAS-luciferase luminescence; 640,000 compounds, 1.4% hits; inhibition, % at 9.12 µM; in the data active = inhibition above about 32%;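 also: 0% = median of test compound wells and 100% = reference inhibitor wells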
GPR151 activ – activators of human GPR151, primary screen, cell-based, PathHunter beta-arrestin, luminescence. G-protein coupled receptor 151 (Homo sapiens), Q8TDV0. PathHunter beta-arrestin GPR151 cells. AID 1508602, 2020. activation, % at 11.2 µM. 650,000 compounds, 1% hits; in the data active = activation above about 4.9%;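 also: 0% = median of compound wells and 100% = cells with positive control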
Target sequence (Q8TDV0 whole entry, looked up): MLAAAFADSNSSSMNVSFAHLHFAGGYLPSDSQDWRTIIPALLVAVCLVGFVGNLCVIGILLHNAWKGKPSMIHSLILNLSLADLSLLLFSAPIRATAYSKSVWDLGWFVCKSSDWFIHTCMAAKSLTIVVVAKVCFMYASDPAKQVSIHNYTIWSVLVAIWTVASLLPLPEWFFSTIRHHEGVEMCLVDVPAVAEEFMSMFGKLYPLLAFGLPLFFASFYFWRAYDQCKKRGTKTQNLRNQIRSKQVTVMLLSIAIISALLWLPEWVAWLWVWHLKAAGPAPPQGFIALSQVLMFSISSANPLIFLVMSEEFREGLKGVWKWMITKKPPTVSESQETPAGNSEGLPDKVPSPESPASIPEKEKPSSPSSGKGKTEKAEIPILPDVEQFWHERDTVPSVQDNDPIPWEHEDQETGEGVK
MITF inh – MITF inhibitors, primary screen, biochemical, AlphaScreen, human. Microphthalmia-associated transcription factor (Homo sapiens), O75030. AlphaScreen MITF homodimerization, bead proximity signal. inhibition, % at 2.6 µM. 650,000 compounds, 0.91% hits. AID 1259374, 2018; in the data active = inhibition above about 50%;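 also: 0% = vehicle wells with protein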
Starred values were filed as active, the others as inactive.

SMILES	FBW7 act	TEAD-YAP inh	GPR151 activ	MITF inh
Nc1scc(-c2ccccc2)[n+]1CCCCS(=O)(=O)O	0.5	-20	-0.5	11
CCCCn1c(=S)[nH]c2cc3ccccc3cc2c1=O	0.4	15	-0.2	12
COC(=O)C1C(c2ccc(N(C)C)cc2)c2c([nH][nH]c2=O)CC1(C)O (configuration not stated)	-0.3	3	0.0	20
c1cc(-c2cnc3ccc(NCc4ccc5c(c4)OCO5)nn23)cs1	0.1	5	-0.2	0
CCOc1cc(C2C(C(=O)OCCc3ccccc3)=C(C)NC3=C2C(=O)CC(c2ccc(OC)cc2)C3)cc(Cl)c1O (configuration not stated)	0.2	7	-2.2	21
CCOc1ccc(C(=O)NCC2(c3cccs3)CCCC2)cc1	0.1	-11	2.2	-7
CCS(=O)(=O)NCCc1cc2c(C)ccc(C)c2[nH]c1=O	0.2	1	0.3	40
Cc1nc(C)n(-c2ccc(Nc3cc(-c4nn(-c5nccs5)cc4-c4ccccc4)ccn3)cc2)n1	0.0	11	-0.3	3
CCOC(=O)C1=C(C(F)(F)F)Nc2ncnn2C1c1ccc(OC)c(OC)c1 (configuration not stated)	0.0	8	-0.8	17
COc1ccc(-c2nn(CN3CCN(c4ncccn4)CC3)c(=S)n2C(C)C)cc1	0.2	12	-0.6	9
COC(=O)c1c(S(=O)(=O)N2CCSCC2)sc2c1CCN(C1CCCC1)C2	-0.1	-3	0.5	0
CCOc1cccc(NC(=O)C2CC(=O)N(C)C(=Nc3cc(Cl)cc(Cl)c3)S2)c1 (configuration not stated)	0.0	-1	-1.4	-2
Cc1cc(OCC(=O)N2N=CCC2(O)C(F)(F)F)ccc1C(C)C (configuration not stated)	0.1	3	2.5	20
COc1ccc2ccccc2c1/C=C1\SC(=Nc2ccc(C)c(C)c2)N(C2CCCCC2)C1=O	0.0	-2	2.0	0
CSc1cccc(NS(=O)(=O)c2cccc([N+](=O)[O-])c2)c1	0.2	12	0.4	10
O=C1[C@@H]2CCCN2C(=O)[C@H]2CN(Cc3ccccc3Cl)CCN12	-0.2	37*	1.4	6
Nc1ccc2nc(-c3ccncc3)sc2c1	1.2	-40	-6.7	-13
c1cncc(CNc2nc3ccccc3n3nnnc23)c1	0.2	-3	-0.8	5
O=C1CCCN1CCn1cnc2c(NCc3ccccc3)nc(NC3CCC(O)CC3)nc21 (configuration not stated)	0.1	-2	-0.8	-4
O=C1CC(C(=O)NC2CCCCC2)(c2cccs2)N1c1ccc(F)cc1 (configuration not stated)	0.0	-5	1.0	-2
CN1CCN(C(=O)CN(c2ccc3c(c2)OCO3)S(C)(=O)=O)CC1	-0.2	-6	3.9	-1
O=C1NC(=O)N(c2ccc(Cl)cc2)C(=O)/C1=C/c1ccsc1	-0.1	-2	-1.0	2
c1csc(CNc2nccn3c(-c4ccc5c(c4)OCO5)cnc23)c1	0.3	4	1.2	-3
O=c1[nH]c2ccccc2nc1Cc1ccc(Br)cc1	0.5	6	0.4	12
COCCNC(=O)CCCn1nc(-c2ccccc2)c2cc(Cl)ccc21	0.8	1	-0.3	12
(further entries)
SMILES	FBW7 act	TEAD-YAP inh	GPR151 activ	MITF inh
CCOC(=O)c1ccccc1NC(=O)Cn1cnc2c(cnn2-c2ccc(C)c(C)c2)c1=O	0.3	0	-0.1	6
CCOC(=O)Cn1c(=N)n(CCN(CC)CC)c2ccccc21	0.0	13	0.6	9
CCCCN1C(=O)CN(C2CCCCCC2)C(=O)C1c1ccc(OCC)c(OC)c1 (configuration not stated)	0.2	-6	0.9	4
COCCSc1nnc(NS(=O)(=O)c2ccc(F)cc2)s1	0.1	7	-0.8	10
COc1ccc(-n2c3c(cc(C(=O)Nc4ccccc4Cl)c2=O)C(=O)CC(C)(C)C3)cc1	0.0	-5	-0.1	-2
CCCCCOC(=O)C1=C(C)NC2=C(C(=O)CC(C)(C)C2)C1c1ccccc1OC (configuration not stated)	0.4	-2	0.2	1
CN(C)S(=O)(=O)c1cccc(C(=O)C2=C3SC=C(c4ccccc4)N3CC2)c1	0.0	1	1.2	-7
CC(C)(C)c1ccc(/C=C2/SC(N3CCCC3)=NC2=O)cc1	-0.2	11	0.3	5
Cc1ccc(OCC(=O)O/N=C(\N)c2ccccc2Cl)cc1	0.7	-55	0.7	20
CCC(C(=O)N1CCC(C)CC1)n1c2ccccc2c2cn[nH]c(=O)c21 (configuration not stated)	0.1	-3	0.6	14
Cc1nc(NC(=O)COc2ccccc2)sc1C(=O)NCc1ccccc1	0.2	-6	-1.3	9
Cc1cc(C)cc(N(C(C)C(=O)Nc2cccc([N+](=O)[O-])c2C)S(C)(=O)=O)c1 (configuration not stated)	0.0	-5	0.6	9
CCc1cc2c(=O)n(CC(=O)NCc3ccccc3)cnc2s1	0.1	4	-1.3	-7
CC(C)Cc1cc(C(=O)Nc2cccnc2Cl)no1	0.0	-10	-0.5	-6
CC(C)(C)C1CCC(OCC(O)CN2CCN(c3ccccc3F)CC2)CC1 (configuration not stated)	0.0	-6	-0.3	0
O=C(CSc1ncnc2sc3c(c12)CCC3)Nc1ccccc1N1CCOCC1	0.1	-4	-0.3	25
CC(C)(O)C#Cc1ccccc1C(=O)NC(CC(N)=O)C(=O)O (configuration not stated)	0.0	6	-0.7	4
CN1C(=O)c2ccc(NC(=O)C(c3ccccc3)c3ccccc3)cc2C1=O	0.0	7	1.2	1
CN1CCC(=NNC(=O)CSc2ncccn2)CC1	0.0	-2	-1.4	-8
CCOc1ccccc1/C=C1/C(=O)NN(c2ccc(I)cc2)C1=O	0.1	3	0.4	-11
CCOC(=O)C(C)Oc1ccc2c(C(F)(F)F)cc(=O)oc2c1C (configuration not stated)	-0.2	-8	-1.1	-10
COCCN(C)C(=O)CC1(c2ccccc2)CC(=O)N(CCCOc2cccnc2)C1=O (configuration not stated)	0.2	10	0.4	8
COc1cc(C2/C(=C(\O)c3ccccc3)C(=O)C(=O)N2c2ccccn2)ccc1O (configuration not stated)	0.1	-1	0.7	-4
CC(C)CCN=c1c([N+](=O)[O-])nn(-c2ccc(Cl)cc2)n1O	-0.2	8	2.0	30
COC(=O)c1cc(-c2ccccc2)c(N(C)C)s1	-0.1	-11	-1.6	-5

Reprinted at random: 6 records from the list, in no set order.
SMILES	FBW7 act	TEAD-YAP inh	GPR151 activ	MITF inh
Cc1ccc(OCC(=O)O/N=C(\N)c2ccccc2Cl)cc1	0.7	-55	0.7	20
CC(C)(O)C#Cc1ccccc1C(=O)NC(CC(N)=O)C(=O)O (configuration not stated)	0.0	6	-0.7	4
CC(C)(C)C1CCC(OCC(O)CN2CCN(c3ccccc3F)CC2)CC1 (configuration not stated)	0.0	-6	-0.3	0
Cc1nc(NC(=O)COc2ccccc2)sc1C(=O)NCc1ccccc1	0.2	-6	-1.3	9
CCc1cc2c(=O)n(CC(=O)NCc3ccccc3)cnc2s1	0.1	4	-1.3	-7
CN1C(=O)c2ccc(NC(=O)C(c3ccccc3)c3ccccc3)cc2C1=O	0.0	7	1.2	1

Limited to MITF inh, for some of the entries so far:
Molecule,MITF inh
Cc1cc(C)cc(N(C(C)C(=O)Nc2cccc([N+](=O)[O-])c2C)S(C)(=O)=O)c1 (configuration not stated),9
CCc1cc2c(=O)n(CC(=O)NCc3ccccc3)cnc2s1,-7
CC(C)Cc1cc(C(=O)Nc2cccnc2Cl)no1,-6
CC(C)(C)C1CCC(OCC(O)CN2CCN(c3ccccc3F)CC2)CC1 (configuration not stated),0

Other records:
SMILES	FBW7 act	TEAD-YAP inh	GPR151 activ	MITF inh
O=C(NCCc1nnc2n1CCN(Cc1ccccc1F)CC2)c1ccoc1	0.0	-3	-0.7	-15
c1nc(N2CCN(C3CCCCC3)CC2)c2nc3n(c2n1)CCCCC3	0.2	2	-0.4	10
COc1ccc(NC(=O)c2ccc(C(C)(C)C)cc2)c(OC)c1	0.3	-13	-1.0	-5
CC(=O)Nc1ccc(-c2csc(NC(=O)COc3ccc4c(C)cc(=O)oc4c3)n2)cc1	0.4	1	1.2	7
Cc1cccc(CSC2=NCCN2S(C)(=O)=O)c1	0.1	1	0.8	5
Fc1ccc(-c2cc(N3CCCCC3)nc(-c3cccnc3)n2)cc1	0.3	5	-0.2	-2
COc1ccc(CN2CCN3C(=O)[C@@H](Cc4ccccc4)NC(=O)[C@H]3C2)cc1	-0.1	-6	-0.7	1
Cc1ccc(C2CC(c3ccc(Br)cc3)=NN2C(=O)CSc2nnc(CNC(=O)c3cccs3)n2C)cc1 (configuration not stated)	0.2	12	-0.1	-4
CN(C)S(=O)(=O)c1ccc(C(=O)Nc2ccc(OCC(=O)N3CCOCC3)cc2)cc1	-0.1	0	1.0	0
COc1ccc(/C=N/NC(=O)COc2cccc([N+](=O)[O-])c2)cc1Cl	0.2	-26	2.4	19
Cc1nn(CCc2nn[nH]n2)c2nc(-c3ccc4c(c3)OCO4)cc(C(F)(F)F)c12	0.0	4	-0.5	6
O=C(Cc1ccc(Br)cc1)Nc1cc(C(=O)O)cc(C(=O)O)c1	-0.1	-2	-1.0	6
Cc1csc(SCC(=O)Nc2c(C)n(C)n(-c3ccccc3)c2=O)n1	0.3	8	0.3	9
O=C(NNC(=O)C(c1ccccc1)c1ccccc1)Nc1cccc(Cl)c1	-0.3	23	-1.7	-16
CS(=O)(=O)N(CC(=O)Nc1cccc([N+](=O)[O-])c1)c1ccccc1F	-0.2	3	-0.1	-12
CC(=O)c1ccc(NC(=O)CN2C(=O)CCC2=O)cc1	0.4	6	-1.6	4
COC(=O)C1=C(C)Nc2nnnn2C1c1ccsc1 (configuration not stated)	0.0	1	-0.7	16
O=C(Nc1cccc(F)c1)c1cccnc1	-0.1	3	0.6	4
C#CCN(C)C(=O)c1ccc(N)cc1Cl	0.1	0	-0.6	-1
CCOC(=O)C1=C(C)Nc2nc(SCC(C)C)nn2C1c1ccc([N+](=O)[O-])cc1 (configuration not stated)	-0.1	-4	-0.4	-10
Cc1cccc(C(=O)NNC(=O)C2CC2(c2ccccc2)c2ccccc2)c1 (configuration not stated)	0.2	2	-0.9	0
O=C(c1ccc(N2CCCCC2)c([N+](=O)[O-])c1)N1CCN(c2ccccn2)CC1	-0.1	-4	0.3	9
CC(C)C(NC(=O)C1CCOC1)c1nnc2n1CCN(Cc1ccco1)CC2 (configuration not stated)	-0.1	4	1.0	-6
CC(C)CN1CCNC(=O)C1CC(=O)N(C)C1CCOCC1 (configuration not stated)	0.0	0	-1.3	5
CC(C)NC(=O)Cn1nnc(-c2ccc(Cl)cc2)n1	0.1	-1	1.9	-6

Exported as comma-separated lines: part of the list above.
Compound,FBW7 act,TEAD-YAP inh,GPR151 activ,MITF inh
COc1ccc(CN2CCN3C(=O)[C@@H](Cc4ccccc4)NC(=O)[C@H]3C2)cc1,-0.1,-6,-0.7,1
Cc1ccc(C2CC(c3ccc(Br)cc3)=NN2C(=O)CSc2nnc(CNC(=O)c3cccs3)n2C)cc1 (configuration not stated),0.2,12,-0.1,-4

Further structures follow.
SMILES	FBW7 act	TEAD-YAP inh	GPR151 activ	MITF inh
O=C(Nc1cccc(C(F)(F)F)c1)c1nn2c(c1Br)NC(c1ccc(Br)cc1)CC2C(F)(F)F (configuration not stated)	0.4	-1	-0.6	12
COc1ccccc1CCNC(=O)C1CCN(C(=O)c2n[nH]c3ccccc23)CC1	0.2	14	1.6	-15
CC(C)(C)NCCCOc1ccccc1Br	0.0	15	0.5	6
CC(=O)c1cccc(-c2nc(N)c3ncn(-c4ccccc4)c3n2)c1	-0.1	31	0.8	-3
CCOC(=O)c1sc2ncn(CC(=O)Nc3ccc(C(C)=O)cc3)c(=O)c2c1C	0.2	-1	-0.4	15
COc1ccc(OC)c(/C(C)=N/NC(=O)CC23CC4CC(CC(C4)C2)C3)c1	-0.1	3	0.6	13
O=C(/C=C/c1ccco1)NCc1ccccc1F	0.3	-15	0.6	12
COc1ccc(Br)cc1CN1CCN(Cc2cccn2C)CC1	-0.2	1	1.4	67*
O=C(Cc1cccs1)NC1CCCCCC1	0.0	-40	1.1	2
Cc1cccc(NC(=O)C(=O)NCCc2c[nH]c3ccccc23)c1	0.1	-1	-0.5	-10
Cc1ccc(-n2ncc3c(SCC(=O)Nc4c[nH]c(=O)[nH]c4=O)ncnc32)cc1C	-0.1	0	1.3	3
COc1cc(Cl)c(C)cc1NC(=O)c1cc2c(=O)oc3ccccc3c2s1	-0.2	5	-0.1	12
Cc1cccc(-c2nc(CSCC(=O)NC3CCCCC3)c(C)o2)c1	0.1	5	-0.5	-4
COc1cccc(=O)c2c(C)n(-c3ccc4c(c3)OCO4)c(C)c12	-0.1	-15	0.7	10
COc1ccc(N2CCN(c3cc(=O)n(-c4ccc(OC)cc4)c(=O)[nH]3)CC2)cc1	0.3	-7	0.0	11
O=C(O)C(NS(=O)(=O)c1ccc([N+](=O)[O-])cc1)c1ccccc1 (configuration not stated)	0.0	4	2.5	16
CCN(CC)S(=O)(=O)c1ccc(OC)c(NC(=O)c2cc(F)c(F)cc2Cl)c1	0.1	5	-0.9	-8
Cc1nc(NCCCN2CCOCC2)c2c3c(sc2n1)CCCC3	-0.1	1	-1.1	74*
COCCCNC(=O)c1cc(S(=O)(=O)N2CCOCC2)ccc1F	-0.1	-7	-0.6	2
CC1=C(C(=O)Nc2ccccc2C)C(c2ccco2)C(C#N)=C(SCC(=O)c2ccc(F)cc2)N1 (configuration not stated)	0.0	5	1.4	-9
Cc1ccc(C)c(-n2nnnc2SCCNCCO)c1	-0.1	2	-0.3	27
O=C1CCCN2N=C(SCC(=O)NC3CCCCC3)SC2=N1	0.0	0	0.8	2
